Screening results from PubChem BioAssay.
Diaphorase inh – diaphorase inhibition or chemical oxidation counter-screen. diaphorase resazurin-to-resorufin fluorescence, NADH, 16 min; bacterial (C. kluyveri) enzyme, not human. inhibition, % at 20 µM. hit rate 0.69% among 190,000;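 active = primary screen inhibition at 20 µM above a set limit, cut at about 50% in these data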;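 note: plate controls were DMSO with full reaction for no effect and wells lacking NADH for full effect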
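Assay system – diaphorase enzyme from Clostridium kluyveri · Amount – diaphorase 0.14 U/mL (working solution) · Times – reaction incubation of 16 min at room temperature · Controls – No-NADH positive control and DMSO neutral control · Signal – resorufin fluorescence 544/590 nm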
L major viab – reduces viability of Leishmania major promastigotes | resazurin fluorescence viability | inhibition, % at 10 µM | hit rate 9% among 200,000 | AID 1063;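 note: promastigotes grown with compound for 44 hours at 28 °C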
PMI act satM6P – increases human PMI activity with near-saturating mannose 6-phosphate | P34949 | hit rate 0.34% among 190,000 | coupled PMI enzyme assay, resazurin fluorescence, 20 min; hits give high values; 1 = untreated enzyme, 0 = substrate-free blank | activation factor at 20 µM | AID 1216;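 active = activation factor of 2 or more at 20 µM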
Target sequence (P34949 whole entry, looked up): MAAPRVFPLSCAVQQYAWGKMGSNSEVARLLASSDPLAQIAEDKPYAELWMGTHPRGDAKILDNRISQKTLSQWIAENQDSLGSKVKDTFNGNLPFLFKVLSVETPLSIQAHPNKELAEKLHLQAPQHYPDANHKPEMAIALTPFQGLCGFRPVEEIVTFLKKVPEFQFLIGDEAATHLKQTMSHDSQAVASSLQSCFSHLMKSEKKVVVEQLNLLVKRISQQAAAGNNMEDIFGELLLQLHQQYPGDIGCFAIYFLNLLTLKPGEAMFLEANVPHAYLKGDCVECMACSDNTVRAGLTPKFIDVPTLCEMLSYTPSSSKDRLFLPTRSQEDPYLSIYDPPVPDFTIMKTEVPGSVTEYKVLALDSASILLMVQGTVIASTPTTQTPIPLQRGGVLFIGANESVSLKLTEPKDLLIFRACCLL
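assay system = human phosphomannose isomerase with PGI, G6PDH, diaphorase coupling enzymes | quantity = 15 ng/mL PMI | incubation = enzyme reaction with compound 20 min at room temperature | medium = HEPES pH 7.4 buffer with MgCl2 and Tween-20 | compound dosing = one concentration, 20 µM, in 1% DMSO | measured by = Diaphorase-driven resazurin-to-resorufin fluorescence, excitation 544, emission 590 nm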
S1P3 antag – antagonists of human S1P3 receptor; CHO S1P3 NFAT-BLA reporter, FRET fluorescence, antagonist mode; Q99500; AID 485; inhibition, % at 4.98 µM; hit rate 0.27% among 170,000;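 active = inhibition above the plate cutoff, the mean inhibition of test wells on that plate plus 3 SD, cut at about 28% in these data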;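 note: cells challenged with S1P at its EC80 of 0.8 µM; blue over green emission ratio from cleaved BLA substrate after 4 h stimulation; 0% = S1P-stimulated wells and 100% = unstimulated DMSO-only wells; some compounds past the cut are filed as inactive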
Target sequence (Q99500 whole entry, looked up): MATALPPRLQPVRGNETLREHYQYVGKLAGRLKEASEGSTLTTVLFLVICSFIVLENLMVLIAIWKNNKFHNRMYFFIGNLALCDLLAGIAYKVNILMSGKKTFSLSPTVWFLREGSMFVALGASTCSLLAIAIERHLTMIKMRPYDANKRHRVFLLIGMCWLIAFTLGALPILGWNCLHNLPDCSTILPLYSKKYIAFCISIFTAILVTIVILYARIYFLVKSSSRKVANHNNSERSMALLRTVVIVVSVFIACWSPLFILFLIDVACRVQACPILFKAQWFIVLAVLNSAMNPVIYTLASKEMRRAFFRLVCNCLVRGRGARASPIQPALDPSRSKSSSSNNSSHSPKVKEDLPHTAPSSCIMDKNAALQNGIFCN
G6PDH CS – L. mesenteroides G6PDH inhibition counter-screen. Purified L. mesenteroides G6PDH, diaphorase/resazurin coupled fluorescence, 45 min. inhibition, % at 5 µM. hit rate 0.12% among 200,000
PMI act – activators of human phosphomannose isomerase; purified human PMI, coupled resazurin fluorescence, 20 min; hits give high values; 1 = vehicle control, 0 substrate-free wells; activation factor at 20 µM; hit rate 0.005% among 190,000;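 active = activation factor of 2 or more at 20 µM, relative to plate controls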
RAM inhibit – yeast RAM network inhibition | S. cerevisiae dse1pr::URA3 reporter, 5-FOA growth OD615, 2 d; analog-sensitive cbk1-as2 kinase mutant strain | inhibition, % at 50 µM | hit rate 1.8% among 190,000;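 active = inhibition above a set limit, 3 SD over mean compound inhibition, cut at about 8.4% in these data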;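 note: 0% = DMSO-only wells with no growth and 100% = 10 µM 1-NA-PP1 full growth; inhibition rescues growth on 5-FOA so higher OD means more RAM inhibition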
Redox H2O2 prof – compounds producing H2O2 with reducing agent – biochemical, NIH compound library profiling, artefact control for MLSCN library redox annotation, primary screen. activation, % at 10 µM. hit rate 0.03% among 200,000. DTT-dependent redox cycling H2O2, phenol red/HRP absorbance; 100% = 100 µM peroxide control, 0% = buffer. AID 878;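 active = activation of at least 50% relative to the plate's high and low controls in the primary single-dose screen; inactive = activation below 50%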;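 note: compound incubated with DTT at 0.8 mM final as the reducing agent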
TLR4 MyD88 comp – inhibitors of human TLR4-MyD88 binding; O00206+Q99836; HeLa CL3-4 TLR4/MyD88 BLA complementation, FRET ratio; inhibition, % at 8.4 µM; hit rate 0.18% among 200,000; in the data active = inhibition above about 25%;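 note: 0% = vehicle and 100% = reference inhibitor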
Diaphorase act – counter-screen for diaphorase-based assays: diaphorase activators and chemical reducers; hit rate 0.005% among 190,000; Diaphorase/resazurin coupled assay, resorufin fluorescence, 16 min; hits give high values; 1 = vehicle wells, 0 = NADH-free wells; AID 1229; activation factor at 20 µM;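 active = diaphorase activity raised at least twofold by the compound at 20 µM; inactive = activation factor below 2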
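Measured by – red resorufin fluorescence at 544/590 nm excitation/emission · Test system – Clostridium kluyveri diaphorase, purified enzyme · Incubation – reaction time 16 min, room temperature · Buffer or medium – 50 mM HEPES pH 7.4 with 4.542 mM MgCl2, 0.005% Tween 20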
Hsp70 act – switches on Hsp70 transcription. HeLa Hsp70 promoter luciferase reporter, luminescence; scaled: vehicle 0, proteasome-inhibitor control 100%. activation, % at 10 µM. hit rate 0.04% among 200,000. AID 1203;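 active = activation above the mean across all tested compounds plus 3 SD, cutoff set per campaign, cut at about 5.5% in these data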;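 note: 100% = MG132 at 30 µM as the positive control and 0% = DMSO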
* hit, by the source's call; nt = not tested or not shown. Cut-off read from the data, not from the text of the source, unless noted: active = inhibition above about 50%; inactive = the rest. Compounds as they come; about 12% have a hit in one of these screens.

SMILES	Diaphorase inh	L major viab	PMI act satM6P	S1P3 antag	G6PDH CS	PMI act	RAM inhibit	Redox H2O2 prof	TLR4 MyD88 comp	Diaphorase act	Hsp70 act
O=[N+]([O-])c1cc(/C=N/O)ccc1SCc1ccccc1Cl	10.6	5.8	1.1	nt	9.0	1.1	8.3	-9.7	-11.6	0.9	0.0
Cc1ccc(NC(=S)NNC(=O)CCn2cc(C)cn2)cc1	11.6	-2.9	1	nt	13.5	0.9	0.9	-3.4	-5.4	0.9	-0.3
CN(C)c1ccc(C2OC(=O)C3(CCCC3)C(=O)C2(C)C)cc1 (stereo unspecified)	13.7	1.0	0.9	-4.9	1.7	0.8	0.8	0.9	-6.2	0.9	-0.1
O=C(O)c1cc(-c2ccccn2)n[nH]1	7.4	-3.0	1	-25.4	3.3	1.2	0.7	0.0	-11.0	0.9	-0.3
COc1ccc(OC)c(NC(=O)CSc2nnc3ccc(-c4ccncc4)nn23)c1	14.7	9.6	1	7.4	-1.2	1	1.0	-1.6	-11.6	0.9	-0.3
CN(C)CCC(c1ccccc1)c1ccccn1 (stereo unspecified)	10.9	14.1	1	-2.7	10.9	1	-0.3	-0.3	-11.1	0.9	-0.1
CN1CCN(C(=O)c2cc3c(C(F)(F)F)nn(C)c3s2)CC1	4.2	-2.2	1	nt	-16.9	1	0.0	-3.9	2.9	1	-0.2
Cc1nc(SCC(N)=O)c([N+](=O)[O-])[nH]1	0.0	-5.2	0.9	-10.7	7.6	1	3.0	-0.8	0.7	1	-0.1
COC(=O)c1ccc(CNC(=O)COC(=O)COc2ccc(OC)cc2)cc1	3.9	-8.1	0.9	-20.1	6.6	1	-0.1	-0.2	5.9	1	0.2
C=CCn1c(N2CCCCCC2)nc2c1c(=O)n(C)c(=O)n2C	13.1	-2.1	1.1	-8.9	5.1	1.2	0.8	-1.0	7.5	0.9	-0.2
O=C1N/C(=C/c2cccn2-c2ccc(F)cc2)C(=O)N1Cc1ccccc1F	11.7	-3.2	1	12.5	5.2	1.1	3.5	0.0	-12.2	0.9	-0.6
CC(=O)NC1(C(F)(F)F)NC(=O)N(c2ccc(F)cc2)C1=O (stereo unspecified)	3.8	-1.3	1.1	-2.1	0.9	1	1.8	0.2	-1.3	1	-0.1
CCC(C)NC(=O)CC(NS(=O)(=O)c1ccc(Cl)cc1)c1ccco1 (stereo unspecified)	11.5	-1.9	0.9	-14.5	-14.3	0.9	-1.0	3.2	3.7	0.9	0.9
COc1cc2c(cc1NC(=O)CCCN1C(=O)CCC1=O)oc1ccccc12	7.9	0.7	1	24.1	-15.5	1	1.1	0.1	18.5	0.9	0.3
CCC1C(=O)c2ccccc2N(C)C1=O (stereo unspecified)	5.9	-3.9	1	-0.9	9.2	1.1	0.3	2.3	3.8	0.9	-0.2
O=C(CSc1c2c(nc3ccccc13)CCCC2)NCc1ccco1	28.4	42.1	0.8	9.6	2.0	1	1.2	0.9	-1.9	0.7	0.1
O=C(O)CS(=O)CC(=O)NCc1cccc(C(F)(F)F)c1 (stereo unspecified)	-12.7	-3.3	0.9	3.7	13.8	0.9	0.2	-0.6	-2.4	1.1	0.5
O=C(CSc1nnc(-c2cccnc2)n1Cc1ccccc1)NCc1ccccc1	3.3	-3.5	1.1	nt	1.2	1.1	2.6	0.9	-8.6	1	-0.1
CNC(=O)COC(=O)c1ccccc1Oc1ccccc1	5.3	-6.7	1	nt	0.4	1	-0.5	-0.6	3.0	0.9	0.0
COCCc1nnc(NC(=O)Cc2ccccc2)s1	13.5	-7.0	1	nt	13.9	1.1	0.1	0.4	6.8	0.9	-0.2
CCSc1nnc(Cn2c(=O)sc3ccccc32)n1-c1ccc(OC)cc1	6.3	-5.8	1.1	-45.3	-8.3	1.1	-0.3	-0.6	-3.1	0.9	-0.3
Cc1oc(-c2ccc3c(c2)OCCO3)cc1C(=O)NCC(=O)O	nt	-2.0	nt	-17.7	19.7	nt	1.5	-0.1	8.1	nt	-0.5
COC(=O)CSc1nnc(-c2cccnc2)n1C	17.2	-5.7	1	-6.8	-2.0	1	3.4	2.3	-14.9	0.8	-0.2
Cc1cc(C)c(NC(=O)C2CCCN2CCC(C)C)c(C)c1 (stereo unspecified)	-2.3	3.3	1.1	nt	4.3	1.1	-0.4	1.0	7.5	1	-0.3
COc1ccc(C(CC(=O)c2ccccc2)S(=O)(=O)c2ccc(C)cc2)cc1 (stereo unspecified)	19.9	16.3	0.8	nt	2.3	0.9	9.8*	-7.3	14.2	0.8	0.0
Cc1ccc(NC(=O)c2cc(Cl)ccc2[N+](=O)[O-])cc1C	9.8	15.2	1	0.4	5.6	1	0.8	0.0	-9.0	0.9	-0.5
COc1ccc(CN2CCN(CCC(C)C)C(CCO)C2)cc1Cn1cccn1 (stereo unspecified)	4.0	-3.8	1	6.4	8.3	0.9	-0.4	-0.4	-1.2	1	-0.2
COc1ccc(C)cc1Nc1nnc(C)c(=O)[nH]1	1.0	3.9	1	4.4	-0.1	1	1.0	-0.8	-28.4	1	0.5
Cc1cn(COC/C=C/c2ccccc2)c(=O)[nH]c1=O	-0.6	-3.2	1.1	-0.5	1.7	1	2.7	1.9	9.1	1	0.0
O=C(Nc1nc2ccccc2[nH]1)C1CCN(S(=O)(=O)c2cccs2)CC1	14.4	0.8	0.9	nt	6.1	0.8	1.7	0.1	-3.4	0.9	-0.2
COC(=O)c1ccc(NC(=O)CCn2cccc2)cc1	12.3	-2.5	1	-5.5	-0.1	0.9	-0.4	-0.7	-14.4	0.9	0.3
Cc1ccc(S(=O)(=O)C2(C(=O)N3CCCC(C)C3)CC2)cc1 (stereo unspecified)	11.5	-1.7	1	-27.9	3.4	1	0.5	2.1	2.9	0.9	0.0
O=C(OCCN1C(=O)c2cccc3c(N4CCOCC4)ccc(c23)C1=O)c1cccc(Cl)c1	15.6	0.8	0.9	5.5	-16.6	0.8	7.8	0.6	6.3	0.8	-0.3
COc1ccc(F)cc1C(=O)C1CCCN(Cc2c(C)n(C)n(-c3ccccc3)c2=O)C1 (stereo unspecified)	10.7	-5.8	0.9	-20.1	15.5	0.9	0.0	-0.5	1.1	0.9	-0.1
CC(=O)c1cccc(N(C(=O)c2ccco2)C(C(=O)NC2CCCC2)c2ccc(N3CCOCC3)cc2)c1 (stereo unspecified)	10.8	10.0	1	-19.7	15.0	0.9	0.5	0.1	-3.5	0.9	-0.3
CC1(C)CC(CC(=O)Nc2ccc([N+](=O)[O-])cc2)C(=O)O1 (stereo unspecified)	11.5	4.7	0.9	nt	5.7	0.9	0.9	28.4	-3.9	0.9	0.1
CCOC(=O)c1ccc(N2C(=O)C(O)=C(C(C)=O)C2c2ccc(O)c(OC)c2)cc1 (stereo unspecified)	15.5	-2.4	1	-48.6	5.3	0.9	2.0	-3.1	-15.0	0.8	0.0
O=C(CCCn1c(=O)oc2ccccc21)N1CCc2ccccc2C1	20.9	-4.5	0.8	nt	10.0	0.9	-0.3	-2.9	-11.1	0.8	-0.3
Cc1cc(C)nc(/N=C2\NC(=O)CC(C(=O)O)N2CCc2c[nH]c3ccccc23)n1 (stereo unspecified)	41.4	-5.3	0.9	-14.3	12.5	0.9	0.8	-0.5	-3.8	0.6	-0.1
Cc1cccc(C)c1NC(=O)CN(c1ccccn1)S(=O)(=O)c1ccc(F)cc1	7.0	-0.2	1	7.2	-7.3	1	0.7	-0.7	-6.1	0.9	-0.2

Profiles from above.
COc1cc2c(cc1NC(=O)CCCN1C(=O)CCC1=O)oc1ccccc12 as listed: Diaphorase inh = 7.9; L major viab = 0.7; PMI act satM6P = 1; S1P3 antag = 24.1; G6PDH CS = -15.5; PMI act = 1; RAM inhibit = 1.1; Redox H2O2 prof = 0.1; TLR4 MyD88 comp = 18.5; Diaphorase act = 0.9; Hsp70 act = 0.3
CN(C)CCC(c1ccccc1)c1ccccn1 (stereo unspecified) as listed: Diaphorase inh = 10.9; L major viab = 14.1; PMI act satM6P = 1; S1P3 antag = -2.7; G6PDH CS = 10.9; PMI act = 1; RAM inhibit = -0.3; Redox H2O2 prof = -0.3; TLR4 MyD88 comp = -11.1; Diaphorase act = 0.9; Hsp70 act = -0.1
COc1ccc(C)cc1Nc1nnc(C)c(=O)[nH]1 as listed: Diaphorase inh = 1.0; L major viab = 3.9; PMI act satM6P = 1; S1P3 antag = 4.4; G6PDH CS = -0.1; PMI act = 1; RAM inhibit = 1.0; Redox H2O2 prof = -0.8; TLR4 MyD88 comp = -28.4; Diaphorase act = 1; Hsp70 act = 0.5

Remaining list, next part.
SMILES	Diaphorase inh	L major viab	PMI act satM6P	S1P3 antag	G6PDH CS	PMI act	RAM inhibit	Redox H2O2 prof	TLR4 MyD88 comp	Diaphorase act	Hsp70 act
O=C(CNC(=O)c1ccco1)OCc1ccc(C(=O)c2ccccc2)cc1	13.0	-5.0	1	-7.9	6.3	1.1	-0.1	-0.8	3.0	0.9	-0.3
CNC(=O)C1CC(=O)N(CCc2ccc(OC)c(OC)c2)C(=Nc2ccc(F)cc2)S1 (stereo unspecified)	3.3	-0.9	0.9	16.3	11.8	1	0.0	-0.7	-7.0	1	0.2
CCOC(=O)C1CC(c2ccc(Cl)cc2)=NNC1=O (stereo unspecified)	4.9	-0.1	1	-3.2	4.1	1	1.1	-0.5	7.8	1	-0.2
CCCC1(C(=O)O)NC(c2ccccc2O)C2C(=O)N(Cc3ccccc3)C(=O)C21 (stereo unspecified)	22.4	-3.6	0.9	-10.5	10.9	0.9	0.1	1.1	-18.4	0.8	-0.3
COc1ccccc1CNC(=O)C1CCN(C(=O)NC2CCCCC2)CC1	0.8	-7.0	1.1	-0.1	2.0	1.1	0.0	0.5	8.0	1	-0.3
